# CRFR2-BP antag: antagonists of CRF-binding protein/CRF-R2 receptor complex; AID 588475; inhibition, % at 11.8 µM; hit rate 0.59% among 350,000; HEK293 CRF-R2/CRF-BP, CRF-induced calcium fluorescence;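 active means inhibition of the ligand-induced calcium signal above about 50% at the single tested concentration, limit read from the data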
# GalR3 antagonist: antagonists of human GalR3; O60755; HEK293 GalR3-CNG cAMP membrane potential fluorescence; galR3 body fused to GalR1 C-terminus; inhibition, % at 3 µM; hit rate 0.44% among 360,000;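 active means inhibition above the screen-wide average plus 3 SD, cut at about 13% in these data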;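 further: forskolin and galanin both at EC90 stimulate the cells; cAMP rise reported by CNG channel membrane potential dye signal; 0% = forskolin plus galanin with DMSO and 100% = forskolin alone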
# Target sequence (O60755 1-299 limits assumed): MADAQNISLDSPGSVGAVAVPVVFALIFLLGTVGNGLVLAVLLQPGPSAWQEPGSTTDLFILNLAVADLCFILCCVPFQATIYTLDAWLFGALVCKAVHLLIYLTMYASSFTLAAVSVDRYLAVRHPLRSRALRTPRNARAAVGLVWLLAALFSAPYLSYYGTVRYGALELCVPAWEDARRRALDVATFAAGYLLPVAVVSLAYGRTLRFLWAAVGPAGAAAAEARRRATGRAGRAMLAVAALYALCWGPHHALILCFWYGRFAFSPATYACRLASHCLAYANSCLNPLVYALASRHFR
# NS3 helicase inh: HCV NS3 helicase inhibition; hit rate 0.56% among 290,000; NS3 helicase DNA unwinding, Cy5 molecular beacon fluorescence; inhibition, % at 10.9 µM;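 active means inhibition above the mean of all tested compounds plus 3 SD, set per campaign, cut at about 35% in these data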;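 further: 0% = DMSO wells and 100% = thioflavine S control wells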
#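 System: HCV NS3 helicase fragment; control set: DMSO and thioflavine S; technique: Cy5 fluorescence at 0 and 60 min, beacon hairpin quenching; reagent: beacon DNA duplex substrate plus ATP; replicates: singlicate; schedule: 1 h reaction at 25 °C, ATP-initiated; medium: MOPS buffer pH 6.5 with MgCl2, DTT, Tween20, BSA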
# UBC9 SUMO inh: inhibitors of human SUMOylation (UBC9) | P63279 | HTRF SUMOylation assay, SAE1/SAE2 + UBC9, in vitro | inhibition, % at 35 µM | hit rate 0.36% among 290,000 | AID 2006; in the data active means inhibition above about 50%, passing the limit was not always enough; further: strong numbers were not always called active
# MEKK2wt PB1 HTS: raises or lowers MEK5 binding to wildtype human MEKK2 PB1 domain; Q9Y2U5; bead flow cytometry, Alexa488-MEK5 binding to MEKK2 WT; actives lie on both sides; binding response (% of control), % at 10 µM; hit rate 1.1% among 290,000; in the data active means binding response below about 67% or above about 130%
# MEKK2 mut-MEK5: signal of MEK5 binding to mutant human MEKK2 PB1 domain; bead flow cytometry, Alexa488-MEK5 binding to MEKK2 mutant; percent response, % at 10 µM; hit rate 0.35% among 290,000; AID 1530; in the data active means percent response above about 24%, passing the limit was not always enough; further: inactives centre near 1; some results filed as inactive read as strong as hits
# MEKK3 PB1 HTS: modulators (inhibitors or enhancers) of MEK5 binding to human MEKK3 PB1 domain; AID 1529; Q99759; binding response (% of control), % at 10 µM; hit rate 1.4% among 290,000; bead-based flow cytometry, Alexa488-MEK5 binding to MEKK3; actives lie on both sides; 0 = blocked by unlabeled MEK5, 100 = vehicle;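 active means binding response more than 3 SD above or below the average of its plate-row segment, actives on both sides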;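 further: Alexa488 bead fluorescence after subtracting the streptavidin-only scavenger bead signal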
# Target sequence (Q99759 whole entry, looked up, the tested form may be a part): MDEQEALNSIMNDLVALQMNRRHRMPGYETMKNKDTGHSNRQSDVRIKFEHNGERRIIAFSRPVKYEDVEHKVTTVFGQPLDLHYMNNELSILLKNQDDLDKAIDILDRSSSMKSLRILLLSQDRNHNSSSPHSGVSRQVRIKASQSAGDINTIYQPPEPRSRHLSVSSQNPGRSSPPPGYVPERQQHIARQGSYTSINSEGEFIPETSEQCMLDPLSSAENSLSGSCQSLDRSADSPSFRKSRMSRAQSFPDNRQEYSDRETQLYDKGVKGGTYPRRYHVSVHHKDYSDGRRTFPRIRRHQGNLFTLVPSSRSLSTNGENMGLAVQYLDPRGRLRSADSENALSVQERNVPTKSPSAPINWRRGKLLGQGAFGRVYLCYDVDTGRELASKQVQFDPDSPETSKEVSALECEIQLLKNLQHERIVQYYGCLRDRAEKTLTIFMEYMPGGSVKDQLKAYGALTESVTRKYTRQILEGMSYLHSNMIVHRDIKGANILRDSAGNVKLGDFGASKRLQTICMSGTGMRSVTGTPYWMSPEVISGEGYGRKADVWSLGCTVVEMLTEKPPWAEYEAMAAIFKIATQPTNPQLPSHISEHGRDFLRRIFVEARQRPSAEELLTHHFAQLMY
# DNA FID counter: displaces DNA intercalator in HCV helicase counter-screen | DNA fluorescent intercalator displacement, fluorescence | inhibition, % at 7.9 µM | hit rate 0.17% among 290,000 | AID 1845; in the data active means inhibition above about 37%;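 further: 0% = vehicle and 100% = reference compound; higher means more ethidium bromide displaced from hairpin DNA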
# CRFR2-BP ag: agonists of human CRF-binding protein/CRF-R2 receptor complex; AID 588473; hit rate 0.46% among 350,000; HEK293 CRF-R2/CRF-BP, calcium dye fluorescence (FLIPR); percent of saturating CRF peptide response; activation, % at 13.2 µM;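 active means activation of at least 50%, plus an integration ratio under a set limit after plate pattern correction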;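 further: plate controls were neutral control wells without compound for no effect and CRF at EC100 for full effect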
# The depositor's hits bear a star; nt = no result given. An excerpt; rates above refer to the full screens.
SMILES,CRFR2-BP antag,GalR3 antagonist,NS3 helicase inh,UBC9 SUMO inh,MEKK2wt PB1 HTS,MEKK2 mut-MEK5,MEKK3 PB1 HTS,DNA FID counter,CRFR2-BP ag
CC1=CC(C)C2(CO)COC(c3ccc(O)cc3)C1C2C (stereo unspecified),-12,-3,-5,13,93,-6,96,-14,1.0
O=C(CSc1ccc2nnc(-c3ccccn3)n2n1)Nc1cccc(F)c1,3,-2,26,17,96,-4,100,2,-2.0
O=C(O)c1ccc(N/N=C/c2cc3cc4c(cc3nc2Cl)OCCO4)cc1,16,-5,18,19,96,-17,93,-11,-0.5
COc1ccc(CC(=O)O/N=C(\N)Cc2cccc3ccccc23)cc1,9,-6,-8,3,105,0,119,-9,1.9
CC(=O)C1=NOC(CNc2ncc(C(F)(F)F)cc2Cl)C1 (stereo unspecified),34,-3,0,0,95,-14,97,-7,-0.7
CC(OCC(O)CN1CCCCC1CCO)c1ccc(Cl)cc1 (stereo unspecified),3,-8,4,-6,100,-2,101,1,-0.8
NS(=O)(=O)c1cccc(NC(=O)COC(=O)C2CCCCC2)c1,-22,-2,-5,-9,96,-4,96,0,2.3
Cc1cccc(NC(=O)C2(C)CC3c4ccccc4C2c2ccccc23)c1 (stereo unspecified),-2,-2,2,24,101,4,107,-1,1.6
COC(=O)C1=C(C)NC(=O)CC1c1ccccc1OC (stereo unspecified),0,-5,3,10,97,-4,99,-2,1.5
CC(=O)NC(CCS(C)(=O)=O)C(=O)Nc1nccs1 (stereo unspecified),1,1,3,13,93,-4,97,0,-1.4
O=C(O)C/C=C(/NC(=O)OCc1ccccc1)C(=O)OCc1ccccc1,-6,1,14,-4,89,-6,94,-21,2.4
O=C(Nc1ccnc(-c2cccnc2)n1)c1ccccc1Cl,-2,-1,2,32,94,-7,91,-7,-1.3
CCn1c(O)c(N=NC(=O)c2cccc(S(=O)(=O)N3CCCCC3)c2)c2ccccc21,34,-1,5,16,95,-1,103,-11,-1.7
Cc1ccc(NC(=O)C2SC(=Nc3ccccc3)C(C(=O)Nc3ccc(Cl)cc3)=C2N)cc1 (stereo unspecified),2,nt,15,-5,101,3,101,-1,4.4
COc1cc(C2C3=C(CC(c4ccco4)CC3=O)Nc3ccccc3N2C(C)=O)cc(OC)c1OC (stereo unspecified),1,0,26,19,98,3,103,-31,-2.2
COc1cc2c(cc1NC(=O)c1cncc(Br)c1)oc1ccccc12,-30,5,7,32,101,1,102,0,0.2
COc1ccc(Cn2c(O)c(C=Nc3ccc(O)cc3)c3ccccc3c2=O)cc1,-1,-10,-2,2,101,-1,109,-3,3.1
Cc1ccc(S(=O)(=O)N(C)CC(=O)N2CCCCCC2)cc1,-12,3,1,11,105,4,106,-11,-0.8
COc1ccc(CN(C)C(=O)c2cccc(NS(=O)(=O)c3ccccc3)c2)cc1F,-8,-4,4,-6,100,-1,99,-41,2.6
COCCCn1c(=O)c2sccc2n(Cc2ccc(C)cc2)c1=O,-1,-2,0,-5,104,2,103,-30,0.0
CCCn1c2ccccc2c2cnn(CC(=O)N3CCOCC3)c(=O)c21,-16,-6,4,5,103,4,102,-28,0.3
N#CC1=C(S)N(c2ccccc2)C(c2ccc(-c3cc(Cl)ccc3Cl)o2)NC1=O (stereo unspecified),-16,0,8,15,91,-1,77,-27,1.9
CC(C)COc1ccc(C(=O)N/C(=C\c2cccc([N+](=O)[O-])c2)C(=O)OC(C)C)cc1,-11,2,0,2,97,-1,102,-3,0.2
COc1ccc(NC(=O)c2nnn(CC(=O)Nc3ccccc3OC)c2N)c(OC)c1,-8,3,-9,18,102,5,102,-18,0.8
COC(=O)C(C)N(C#N)c1nc(NC(C)C)nc(SC)n1 (stereo unspecified),-9,-4,6,21,105,10,104,-8,0.4

# 2 compounds drawn at random from the list so far, as already listed:
SMILES,CRFR2-BP antag,GalR3 antagonist,NS3 helicase inh,UBC9 SUMO inh,MEKK2wt PB1 HTS,MEKK2 mut-MEK5,MEKK3 PB1 HTS,DNA FID counter,CRFR2-BP ag
COc1cc(C2C3=C(CC(c4ccco4)CC3=O)Nc3ccccc3N2C(C)=O)cc(OC)c1OC (stereo unspecified),1,0,26,19,98,3,103,-31,-2.2
COC(=O)C(C)N(C#N)c1nc(NC(C)C)nc(SC)n1 (stereo unspecified),-9,-4,6,21,105,10,104,-8,0.4

# Next entries.
SMILES,CRFR2-BP antag,GalR3 antagonist,NS3 helicase inh,UBC9 SUMO inh,MEKK2wt PB1 HTS,MEKK2 mut-MEK5,MEKK3 PB1 HTS,DNA FID counter,CRFR2-BP ag
COc1ccc(C(=O)N/C(=C\c2ccc3c(c2)OCO3)C(=O)N2CCOCC2)cc1,7,-8,-2,0,100,4,100,-23,0.3
COCCSc1nnc(NC(=O)c2ccc(NC(=O)C(C)C)cc2)s1,2,-5,-8,28,84,-5,81,-10,0.6
O=C(N/N=C\c1ccncc1)c1ccccc1O,-11,-5,4,3,105,-1,120,-11,-2.1
Cc1cccc(C(=O)Oc2ccccc2C2C[C@]3(C)CC(=O)NC3N2C(=O)c2cccc(C)c2)c1 (stereo partly specified),-12,-5,-12,5,100,6,101,-50,0.5
CCNC(=O)Cn1cnc2c1c(=O)n(C)c(=O)n2C,15,-3,-3,15,102,5,101,-3,0.3
CC(=O)N1CCN(C(=S)Nc2cc(S(=O)(=O)N3CCOCC3)ccc2Cl)CC1,9,0,-3,-3,102,0,98,-1,-0.4
CCOc1ccc(NC(=O)CSc2nnc(Cc3cccn3C)n2-c2ccc(F)cc2)cc1,15,4,-3,-7,86,-6,84,-37,-0.9
CCn1c(CNC(=O)Cc2ccc(OC)cc2)nnc1SCCOc1ccccc1,0,-6,23,14,105,5,104,-42,-2.2
CCn1cc(C2=NOC(C(=O)Nc3cc(C)nn3-c3ccccc3)C2)c(C)n1 (stereo unspecified),16,-7,-1,-7,97,1,97,-5,-0.7
CC(=O)c1ccc(-c2cccs2)s1,64*,0,11,21,102,-1,114,-1,0.8
Cc1ccc(C)c(NS(=O)(=O)c2cc(C(=O)NCc3ccccn3)ccc2C)c1,-7,-3,-4,11,109,10,110,-41,-1.6
CCN(CC)CCN(C(=O)c1ccc2c(c1)OCCO2)c1nc2c(Cl)cccc2s1,-14,-1,-13,18,132,21,108,10,-1.8
COc1cc(-c2nc(-c3ccccc3)c(-c3ccc(F)cc3)[nH]2)cc2c1OCO2,-21,0,2,-12,110,0,117,-1,3.7
O=C(O)CCC(=O)NNC(=O)CCC(=O)Nc1ccccc1,41,0,0,5,98,-2,102,-3,-3.0
CCN(CC)CCCNc1nc(N)c([N+](=O)[O-])c(N2CCCCCC2)n1,-12,-15,-1,5,111,9,103,-3,0.3
O=C1N[C@@H](Cc2ccccc2)C(=O)N2CCC[C@@H]12,13,-6,5,13,113,13,106,-2,4.6
CC1Cc2nc(SCC(=O)Nc3ccc4c(c3)OCO4)n(-c3ccc(F)cc3)c(=O)c2S1 (stereo unspecified),-9,nt,nt,-8,105,6,103,nt,5.7
CCOc1ccccc1CN1CCNC(=O)C1CC(=O)NCCC1=CCCCC1 (stereo unspecified),-16,-1,-27,9,127,24*,103,-30,-0.3
O=C1CSC(=Nc2ccc(F)cc2)N1,22,-11,4,16,104,3,99,-2,5.6
COc1ccc(NC(=O)N2CCCc3cc(C)ccc32)c(OC)c1,19,1,-2,-7,97,-3,102,-28,-0.5
COC(=O)C(C(C)=O)C1=C/C(=N\S(=O)(=O)c2ccc(C)cc2)c2ccccc2C1=O (stereo unspecified),-28,nt,3,7,97,2,101,-8,-3.0
CCOc1ccc(CC(=O)N2N=C(C)CC2(O)C(F)(F)F)cc1 (stereo unspecified),-8,-6,6,-3,96,-2,92,-9,1.3
Cc1c(NS(=O)(=O)c2ccc(N=NN(C)C)cc2)c(=O)n(-c2ccccc2)n1C,25,-6,7,9,113,16,110,-8,1.4
CCOc1c(Cl)cc(CNCC(C)C)cc1OC,-5,-6,-2,-10,105,3,101,7,0.9
CCOC(=O)c1c(C)nc2c(c1-c1ccccc1)C(=O)CC(C)(C)C2,0,-3,2,-1,105,4,101,-28,-0.9

# Continuation.
SMILES,CRFR2-BP antag,GalR3 antagonist,NS3 helicase inh,UBC9 SUMO inh,MEKK2wt PB1 HTS,MEKK2 mut-MEK5,MEKK3 PB1 HTS,DNA FID counter,CRFR2-BP ag
COc1cccc(Cn2cccc(NC(=O)Nc3cccc(C#N)c3)c2=O)c1,-6,1,16,12,101,-2,107,-8,3.3
COc1ccc(OCC(=O)Nn2c(-c3cccc(OC)c3)nc3ccccc3c2=O)cc1,-19,-3,-2,10,89,-3,83,-15,-0.5
Cc1nnc(Sc2cc(NCCO)c([N+](=O)[O-])c3nonc23)s1,22,7,-4,100,99,-2,105,10,-0.4
COc1cc(/C=C/C(=O)O)cc(S(=O)(=O)Nc2ccc3nc(SC)sc3c2)c1OC,23,2,12,12,109,2,110,-23,-1.1
Cc1ccccc1N1CC(C(=O)O)CC1=O (stereo unspecified),5,-1,6,-11,100,2,102,0,-4.7
Cc1nccc(-c2ccc(-n3cnc4ccccc43)cc2)n1,7,-3,2,19,107,8,102,-16,-1.1

# Structural class: the entries above with two or more sulfur atoms
SMILES,CRFR2-BP antag,GalR3 antagonist,NS3 helicase inh,UBC9 SUMO inh,MEKK2wt PB1 HTS,MEKK2 mut-MEK5,MEKK3 PB1 HTS,DNA FID counter,CRFR2-BP ag
CC(=O)NC(CCS(C)(=O)=O)C(=O)Nc1nccs1 (stereo unspecified),1,1,3,13,93,-4,97,0,-1.4
COCCSc1nnc(NC(=O)c2ccc(NC(=O)C(C)C)cc2)s1,2,-5,-8,28,84,-5,81,-10,0.6
CC(=O)N1CCN(C(=S)Nc2cc(S(=O)(=O)N3CCOCC3)ccc2Cl)CC1,9,0,-3,-3,102,0,98,-1,-0.4
CC(=O)c1ccc(-c2cccs2)s1,64*,0,11,21,102,-1,114,-1,0.8
CC1Cc2nc(SCC(=O)Nc3ccc4c(c3)OCO4)n(-c3ccc(F)cc3)c(=O)c2S1 (stereo unspecified),-9,nt,nt,-8,105,6,103,nt,5.7
Cc1nnc(Sc2cc(NCCO)c([N+](=O)[O-])c3nonc23)s1,22,7,-4,100,99,-2,105,10,-0.4
COc1cc(/C=C/C(=O)O)cc(S(=O)(=O)Nc2ccc3nc(SC)sc3c2)c1OC,23,2,12,12,109,2,110,-23,-1.1
